EBI2 block: EBI2 receptor antagonists, beta-arrestin recruitment, primary screen, cell-based, luminescence, 7a,25-OHC stimulation, uHTS; 7a,25-OHC stimulated; inhibition, % at 5 µM; G-protein coupled receptor 183 (Homo sapiens), P32249; 360,000 tested, 0.81% active; in the data active = inhibition above about 38%;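 also: enzyme fragment complementation signal reports receptor beta-arrestin coupling in cells; 0% = agonist plus DMSO wells and 100% = wells without agonist; some results beyond the cut were filed as inactive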
Target sequence (P32249 whole entry, looked up, the tested form may be a part): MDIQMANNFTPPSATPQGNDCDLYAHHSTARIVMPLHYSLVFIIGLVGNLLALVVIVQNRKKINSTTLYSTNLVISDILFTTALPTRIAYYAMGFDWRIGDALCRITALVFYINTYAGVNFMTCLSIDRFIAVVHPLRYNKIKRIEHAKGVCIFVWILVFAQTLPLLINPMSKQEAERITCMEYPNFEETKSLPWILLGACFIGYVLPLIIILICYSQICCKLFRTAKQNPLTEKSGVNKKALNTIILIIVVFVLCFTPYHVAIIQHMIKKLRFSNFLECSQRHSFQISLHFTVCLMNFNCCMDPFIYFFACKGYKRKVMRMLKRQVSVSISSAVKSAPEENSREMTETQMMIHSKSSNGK
CCR6 antagonist: CCR6 receptor antagonists, primary screen, cell-based, CHO-K1, luminescence, beta-arrestin, uHTS | C-C chemokine receptor type 6 (Homo sapiens), P51684 | CHO-K1 CCR6 PathHunter beta-arrestin, CCL20-stimulated | inhibition, % at 20 µM | 340,000 tested, 0.49% active | AID 493098, 2011;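 active = compounds whose inhibition of the agonist-driven luminescence signal at 20 µM reaches about 50%, limit read from the data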;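 also: cells stimulated with CCL20 at 14 nM final; plate controls were DMSO with CCL20 for no effect and DMSO without agonist for full effect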
APJ antagonist: antagonists of human apelin receptor APJ, primary screen, CHO-K1 cells, beta-arrestin complementation, luminescence; P35414; inhibition, % at 20 µM; 330,000 tested, 0.32% active;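 active = inhibition above about 40% at 20 µM, limit read from the data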;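 also: cells challenged with 10 nM apelin-13 agonist together with compound; plate controls were apelin-13 plus DMSO wells for no effect and DMSO wells lacking apelin-13 for full effect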
Target sequence (P35414 whole entry, looked up): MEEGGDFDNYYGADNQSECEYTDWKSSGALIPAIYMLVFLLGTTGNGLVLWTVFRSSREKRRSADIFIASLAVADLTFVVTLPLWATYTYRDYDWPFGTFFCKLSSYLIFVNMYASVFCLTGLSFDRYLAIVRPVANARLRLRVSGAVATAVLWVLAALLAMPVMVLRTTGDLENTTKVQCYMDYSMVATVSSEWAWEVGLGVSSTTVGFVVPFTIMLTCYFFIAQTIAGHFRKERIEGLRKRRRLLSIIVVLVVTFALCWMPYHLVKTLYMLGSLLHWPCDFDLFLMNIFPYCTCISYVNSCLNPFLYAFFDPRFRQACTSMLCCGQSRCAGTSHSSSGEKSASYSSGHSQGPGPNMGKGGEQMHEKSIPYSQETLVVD
UBC13 polyUb: UBC13 polyubiquitin chain formation inhibitors, primary screen, biochemical, TR-FRET, uHTS; inhibition, % at 20 µM; 330,000 tested, 0.47% active; Ubiquitin-conjugating enzyme E2 N (Homo sapiens), P61088; in the data active = inhibition above about 45%, passing the limit was not always enough
Target sequence (P61088 whole entry, looked up): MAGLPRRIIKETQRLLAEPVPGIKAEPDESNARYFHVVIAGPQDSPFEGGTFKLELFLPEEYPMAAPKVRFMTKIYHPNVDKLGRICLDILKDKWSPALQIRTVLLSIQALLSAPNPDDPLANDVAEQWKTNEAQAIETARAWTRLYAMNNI
Jurkat NFkB inh: inhibitors of induced NF-kB luciferase reporter, primary screen, TCR NF-kB activation inhibitor project, cell-based, luminescence, uHTS; Jurkat, PMA/ionomycin-induced NF-kB luciferase reporter; inhibition, % at 4 µM; 330,000 tested, 0.53% active; in the data active = inhibition above about 50%
CXCR6 block: CXCR6 receptor inhibitors, primary screen, cell-based, beta-arrestin, luminescence, CHO-K1 PathHunter, 1536-well | C-X-C chemokine receptor type 6 (Homo sapiens), O00574 | inhibition, % at 20 µM | 360,000 tested, 0.36% active; in the data active = inhibition above about 34%, passing the limit was not always enough;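 also: antagonist mode with CXCL16 agonist at 10 nM final; 0% = 10 nM CXCL16 with DMSO and 100% = unstimulated wells without agonist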
697 NFkB inh: inhibitors of PMA/ionomycin-induced NF-kB reporter, 697 cells, primary screen, B-cell NF-kB inhibitor project, cell-based, luminescence, uHTS; 330,000 tested, 0.33% active; inhibition, % at 4 µM; 697 B-cell NF-kB luciferase reporter, 16 h; in the data active = inhibition above about 35%
Gli-Sufu block: Gli-Sufu pathway antagonists, primary screen, luciferase luminescence, Sufu-KO-LIGHT cells, uHTS; Sufu-KO-LIGHT fibroblasts, Gli luciferase reporter luminescence; inhibition, % at 5 µM; 340,000 tested, 0.74% active; AID 588413, 2011;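 active = inhibition above about 55%, limit read from the data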;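 also: 0% = DMSO-treated cells and 100% = wells with medium but no cells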
* marks the source's active call; other numbers are inactive results; . = no result given.

SMILES | EBI2 block | CCR6 antagonist | APJ antagonist | UBC13 polyUb | Jurkat NFkB inh | CXCR6 block | 697 NFkB inh | Gli-Sufu block
COC(=O)c1cc(COc2ccc3oc(C)c(C(=O)OC)c3c2)c(C)o1 | 0 | 16 | 13 | 6 | 47 | -5 | -10 | -4
COc1ccc(/C=N/NC(=O)C2c3ccccc3Oc3ccccc32)c(OC)c1 | 0 | 7 | 2 | -4 | 3 | 2 | -10 | -7
NS(=O)(=O)c1ccc(S(=O)(=O)N(Cc2ccccc2F)CC2CCCO2)cc1 (centres undefined) | -2 | -1 | -11 | -8 | -1 | 8 | -8 | -4
COc1ccc(C2/C(=C(\O)c3cccc(OC)c3)C(=O)C(=O)N2c2ccccn2)cc1 (centres undefined) | 5 | -2 | 4 | -12 | -12 | -7 | 10 | 2
O=C(c1ccc(Cl)cc1)C1CCN(C(=O)C2CC2)CC1 | 4 | 5 | 5 | 0 | 7 | 5 | 10 | 6
Cc1ccc(OCC(=O)NCCS(=O)(=O)N2CCN(c3ccccc3)CC2)cc1 | 41 | 2 | 26 | 1 | 4 | 4 | 8 | -5
CCNS(=O)(=O)c1ccc(NC(=O)c2cncc(Br)c2)cc1 | -15 | 8 | 4 | 5 | 11 | -14 | 8 | -5
Cc1ccc(-n2c(C)cc(/C=N/NC(=O)c3ccncc3)c2C)cc1 | 4 | 2 | 2 | -3 | 11 | 2 | 13 | -6
CCc1ccc(CN2CCC(C(=O)Nc3ccc(-n4nc(C)cc4C)cc3)CC2)o1 | 16 | 10 | 7 | 7 | 14 | -3 | -2 | 28
Cc1c(CC(=O)NCCCCCC(=O)O)c(=O)oc2cc3c(cc12)CCC(C)(C)O3 | -5 | -1 | 11 | 8 | -6 | -2 | 11 | -42
COc1cccc(/C=N/Nc2nnc(C)n2N)c1OCc1ccccc1Cl | -14 | -7 | -9 | 3 | 11 | -38 | 22 | 6
CC(=O)Nc1ccc(S(=O)(=O)N(C)C2CCN(C)CC2)cc1 | -1 | 8 | -7 | -2 | 7 | 7 | -8 | -6
CC(=O)c1cnc2nc(C(F)(F)F)nn2c1C | 2 | -12 | 5 | -7 | 9 | -2 | 3 | -8
c1ccc(SCc2nc3ccccc3s2)nc1 | 5 | 10 | -1 | 1 | -112 | -3 | -171 | -54
O=c1[nH]c2ccccc2n1C1CCCCC1 | -6 | 0 | -10 | -18 | -17 | -1 | -8 | -16
Cc1ccc(S(=O)(=O)N2CCOCC2)cc1C(=O)N1CCCCCC1 | -11 | 4 | -6 | -2 | -12 | 3 | -51 | -6
C=CCOc1ccc(/C=C/C(=O)OCC(=O)Nc2c(C)n(C)n(-c3ccccc3)c2=O)cc1 | -1 | 9 | 18 | -3 | -5 | 0 | 7 | -1
CC(=O)Nc1ccc(OC(=O)c2ccc(Cl)cc2)cc1 | -14 | -4 | 11 | -2 | -4 | 5 | -13 | 2
CCn1ccnc1CN1CCN(CC(C)C)C(CCO)C1 (centres undefined) | -6 | -1 | -2 | 2 | -7 | 7 | 24 | 8
Cc1nc(-c2ccccc2)sc1C(=O)Nc1ccccc1F | 17 | 12 | 2 | 2 | -28 | 3 | -5 | -17
O=C(C1CCCCC1)N1CCCn2c1nc1ccccc12 | 2 | -3 | 4 | 6 | -5 | -23 | 2 | 2
CCn1c(=O)c(C(=O)CC#N)c(N)n(Cc2ccccc2)c1=O | 14 | 8 | -1 | -2 | 3 | 6 | 10 | 4
CC(=O)c1cccc(N(C(=O)Cn2nnc3ccccc32)C(C(=O)NC2CCCCC2)c2cn(C)nc2C)c1 (centres undefined) | 4 | 5 | 16 | -6 | -6 | 2 | 5 | -3
CCO[C@@H]1OC(C(=O)NC2CC2)=C[C@H](C2CC2)[C@H]1CCCO | 0 | 10 | 11 | 0 | -10 | 0 | -8 | -12
CC(c1ccccn1)N(CCN(C)C)C(=S)Nc1ccccc1F (centres undefined) | -9 | -5 | -8 | 11 | -10 | -7 | -7 | 4
O=C(CN1CCc2ccccc21)NCc1ccccc1Cl | -7 | -5 | -6 | -6 | 4 | 2 | 9 | -11
Cn1nc(N)c2c(-c3ccccc3)c(C#N)c(N)nc21 | -24 | 12 | 3 | 59* | 11 | 13 | 6 | 0
CC[C@@H]1C=C(C(=O)O)[C@H](c2ccc(F)cc2)N1S(=O)(=O)c1ccc(C)cc1 | -7 | -16 | 0 | -25 | 4 | -4 | -5 | 3
Cc1c(NC(=O)CSc2nnc(Nc3ccccc3)s2)c(=O)n(-c2ccccc2)n1C | -10 | 1 | 1 | 4 | -4 | 6 | 13 | -5
OCCNCC(O)CN1c2ccccc2Sc2ccccc21 (centres undefined) | 0 | 21 | 0 | 10 | 9 | 7 | -2 | -7
Cc1cc(C(=O)N/N=C/c2ccc(N(C)C)cc2)c2ccccc2n1 | 7 | 3 | 0 | -7 | 45 | 3 | 10 | 4
COc1ccc(S(=O)(=O)N(CC(=O)NCC2CCCO2)c2ccc(Cl)cc2)cc1 (centres undefined) | 6 | 7 | 2 | 2 | -1 | 0 | 7 | -8
CCN(C(=O)COC(=O)/C(=C/c1ccccc1)NC(C)=O)c1c(N)n(Cc2ccccc2)c(=O)[nH]c1=O | -4 | 6 | . | . | . | 0 | . | 3
C=CCN(CC=C)C(=O)c1ccc(OC2CCN(Cc3ccccn3)CC2)cc1 | 12 | 10 | 7 | 1 | 4 | -3 | 7 | 17
O=c1nc(-c2ccccc2)n(-c2ccccc2)[nH]1 | 0 | -6 | 20 | 17 | -6 | 1 | 25 | -5
Nc1c(-c2ccccc2)cnc2ncnn12 | -2 | 6 | 0 | -1 | -6 | -12 | 1 | 3
CCCCCc1c2c(cc(O)c1C(=O)O)OC(=O)c1cc(C(=O)CCCC)c(OC)cc1O2 | 17 | -7 | -6 | -3 | -3 | -1 | 18 | 0
O=C(CN1C(=O)NC2(CCCc3ccccc32)C1=O)c1ccc(F)c(F)c1 (centres undefined) | -10 | 3 | 11 | 1 | -4 | 4 | 13 | 3
O=C(CN1CCN(c2ncc(C(F)(F)F)cc2Cl)CC1)N1CCN(c2ncc(C(F)(F)F)cc2Cl)CC1 | 2 | 10 | 7 | -8 | -4 | -4 | -30 | -4
COc1ccccc1NC(=S)N1CCC(c2nc3ccccc3o2)CC1 | 5 | 4 | 9 | 3 | 6 | -1 | 11 | -2
O=C(CCN1CCCO1)N1CCCC(N2CCN(c3ccccc3F)CC2)C1 (centres undefined) | -7 | 5 | -5 | -5 | 6 | 3 | -2 | 6
Nc1ccc2oc3ccc(N)cc3c(=O)c2c1 | 0 | 0 | -9 | -50 | -54 | -6 | -57 | -58
Cc1cc2oc(=O)cc(CNc3ccccc3F)c2cc1O | -1 | 18 | 11 | 6 | 26 | 7 | 9 | 6
CC(C)c1nnc(NC(=O)c2cc3ccccc3o2)s1 | 1 | 5 | 15 | 1 | -18 | -4 | -140 | -11
Cc1cc(C)c(NS(=O)(=O)c2ccc(Cl)c(C(=O)O)c2)c(C)c1 | -11 | 7 | 14 | -5 | 7 | -2 | 3 | -3
CN(Cc1nc(Cc2cccc(C(F)(F)F)c2)no1)C1CC(C)(C)NC(C)(C)C1 | -1 | 11 | 9 | 8 | -17 | -2 | -2 | 16
O=C(NCc1ccccc1)C1Cc2ccccc2CN1C(=O)c1ccco1 (centres undefined) | -5 | 9 | 5 | -10 | -4 | -1 | 4 | 13
CC(C)C(CCNC1CCN(C)CC1)c1ccc(Cl)cc1 (centres undefined) | -12 | 14 | 13 | 12 | 43 | -3 | 22 | 9
Cc1cc2nn(-c3ccc(Cl)cc3)nc2cc1N | 3 | -12 | -17 | -11 | -53 | -13 | -44 | -20
O=C(NC(=S)N1CCN(c2ccc(O)cc2)CC1)c1ccco1 | 2 | 0 | 14 | -4 | -2 | -3 | -14 | 13

Later entries.
SMILES | EBI2 block | CCR6 antagonist | APJ antagonist | UBC13 polyUb | Jurkat NFkB inh | CXCR6 block | 697 NFkB inh | Gli-Sufu block
COc1ccc(CN2[C@@H](CC(C)=O)c3ccc(/C=C/C(C)=O)cc3S2(=O)=O)cc1 | -1 | -1 | 1 | 6 | 21 | 5 | -6 | 1
O=Cc1ccc(Sc2ncccn2)o1 | 2 | 15 | . | . | . | -1 | . | -2
CCOC(=O)c1cccc(NC(=O)CSc2nnc(-c3ccoc3C)n2CC)c1 | 7 | 5 | -3 | -5 | -7 | -6 | 18 | -13
COc1ccc(C2CC(C(F)(F)F)n3nc(C(=O)N(C)Cc4cn(C)nc4C)c(Cl)c3N2)cc1 (centres undefined) | -8 | -17 | -5 | 3 | -2 | -7 | -26 | 0
CCOc1ccccc1NS(=O)(=O)c1cccs1 | -11 | 3 | 18 | 7 | 0 | 3 | 4 | -1
CCc1c(C(=O)Nc2ncn(Cc3cccc(C)c3)n2)csc1C | -9 | 10 | -1 | -18 | 8 | 6 | 8 | 18
COCCNC(=S)N/N=C(\C)c1ccccc1O | -4 | 7 | . | . | . | 2 | . | -12
Cc1ccc(S(=O)(=O)N2CCCCC2)cc1C(=O)N1CCN(CCO)CC1 | 3 | 2 | -2 | 5 | 5 | 2 | 18 | -3
COc1cccc2c(O)cc(=O)n(C)c12 | 0 | -18 | 13 | 6 | 7 | 1 | 7 | 4
Cc1c(C#N)c(NC(=O)C(C)C)n(Cc2ccccc2)c1C | 4 | 7 | -6 | 5 | 7 | 7 | 8 | -12
CC(C)[C@@H](N)C(=O)N/N=C/c1ccc2nccnc2c1 | -9 | -5 | -17 | -15 | -4 | -3 | -12 | -2
Cc1cc(C)n2nc(SC(C)C(=O)N3CCCC3)nc2n1 (centres undefined) | -14 | 12 | -3 | 3 | -5 | 6 | 16 | 5
O=Cc1ccc(-c2ccccc2C(=O)O)o1 | -8 | 3 | 8 | 2 | -6 | 2 | 4 | 2
C=CCOc1ccc(C2/C(=C(\O)c3ccc(F)cc3)C(=O)C(=O)N2CCCN(C)C)cc1 (centres undefined) | -6 | 4 | -6 | -13 | -12 | 6 | -25 | -9
Cc1ccc(NC(=O)COc2ccc(C(=O)c3ccccc3)cc2)c(O)c1 | 0 | 15 | -50 | 1 | 2 | -9 | -13 | -31
O=C1C(=O)N(CCN2CCOCC2)C(c2cccc(Cl)c2)/C1=C(\O)c1ccc2c(c1)OCCO2 (centres undefined) | -23 | -6 | 8 | -32 | -5 | -4 | 10 | -1
NNC(=O)c1ccc(O)cc1O | -9 | 3 | -9 | -3 | -2 | -4 | 4 | 29
CCOC(=O)CC1Sc2ccccc2NC1=S (centres undefined) | 3 | 3 | 12 | -2 | -7 | -1 | -6 | -14
COC(=O)CN(CCc1ccccc1)S(=O)(=O)c1ccc(OC)c(OC)c1 | -2 | -2 | -3 | -8 | -5 | 1 | -17 | 4
Cc1ccc(S(=O)(=O)c2nc(C)c3c(n2)CCC3)cc1 | 0 | -6 | -21 | -2 | -7 | -2 | -3 | -21
Fc1cccc(CSc2nc3ncccc3[nH]2)c1 | -2 | -15 | 0 | -3 | -4 | -2 | -3 | 5
Fc1ccc(-c2ccnc3nc(-n4cccc4)nn23)cc1 | 4 | -16 | 4 | 4 | 2 | 1 | 12 | 15

Part of the list above in a different format:
The line under a structure holds: EBI2 block	CCR6 antagonist	APJ antagonist	UBC13 polyUb	Jurkat NFkB inh	CXCR6 block	697 NFkB inh	Gli-Sufu block
> CC(C)[C@@H](N)C(=O)N/N=C/c1ccc2nccnc2c1
→ -9	-5	-17	-15	-4	-3	-12	-2
> O=Cc1ccc(-c2ccccc2C(=O)O)o1
→ -8	3	8	2	-6	2	4	2
> Cc1cc(C)n2nc(SC(C)C(=O)N3CCCC3)nc2n1 (centres undefined)
→ -14	12	-3	3	-5	6	16	5
> C=CCOc1ccc(C2/C(=C(\O)c3ccc(F)cc3)C(=O)C(=O)N2CCCN(C)C)cc1 (centres undefined)
→ -6	4	-6	-13	-12	6	-25	-9
> Fc1cccc(CSc2nc3ncccc3[nH]2)c1
→ -2	-15	0	-3	-4	-2	-3	5
